phage Ecoli inh: growth loss of phage-infected E. coli, primary screen, RecBCD inhibitor project, absorbance, with phage, HTS; inhibition, % at 11.9 µM; 360,000 tested, 0.26% active; in the data active = inhibition above about 11%
The depositor's hits bear a star.

SMILES	phage Ecoli inh
COc1ccc(C(C)C)cc1-c1ccc2nncn2c1	1.4
OCc1ccc(-c2ccc3nccn3c2)cc1	3.0
COC(=O)C1=CN(c2ccc(F)cc2)C(N)=C(C#N)C1c1ccc(-c2ccccc2)cc1 (stereo not drawn)	2.6
O=C(NCc1ccc(F)cc1)c1cc(C2CCCCN2S(=O)(=O)c2ccccc2)on1 (stereo not drawn)	4.8
CCCCc1c(-c2ccccc2OC)ncn1Cc1ccccc1Cl	1.6
CCOc1ccccc1C(=O)N1CCC[C@@H]1C(=O)N1CCC[C@H]1C(=O)NCc1ccccc1	2.4
COc1ccc(OCCNC(=O)C2(C)CCN2Cc2ccc(SC)cc2)cc1 (stereo not drawn)	0.1
CCOC(=O)C1=CCN(S(=O)(=O)c2ccccc2)C1c1ccc(Cl)cc1 (stereo not drawn)	3.7
Cc1ccc(S(=O)(=O)N2CC[C@H]3[C@@H](C2)C(=O)C[C@@H](c2ccccc2)N3S(=O)(=O)c2ccc(C)cc2)cc1	1.4
Cc1cc(F)cc(-c2cc(C(=O)NCc3cccc(Cl)c3)[nH]n2)c1	2.3
CCOC1=C2[C@@H](CN(S(=O)(=O)c3ccc(C)cc3)[C@H]2c2ccc(Cl)cc2)[C@H]2C(=O)N(c3ccccc3)C(=O)[C@H]2C1	-1.2
CCOC(=O)C1=C[C@@H](CC)N(S(=O)(=O)c2ccc(C)cc2)[C@H]1c1cccc(Cl)c1	0.7
O=C1NC(=S)SC1=Cc1ccccc1C(=O)O	4.5
COc1cccc(CNc2nc3cc(-c4cccc(Cl)c4)sc3c(=O)n2C)c1	4.5
CN(C)Cc1c(C(C)(C)O)[nH]c2ccccc12	2.9
CC(=O)Nc1cc(-c2ccc(S(C)(=O)=O)cc2)cn2c(-c3ccc(F)c(Cl)c3)cnc12	-1.4
COC(=O)CC#C[C@H](C)[C@@H](NS(C)(=O)=O)C1CCCCC1	2.4
COc1cccc(CNc2nc3cc(C(C)=C(C)C)sc3c(=O)n2C)c1	0.5
Cc1ccc(S(=O)(=O)N2C[C@H]3C(=O)C[C@@H](c4ccc(Cl)cc4)N(S(=O)(=O)c4ccc(C)cc4)[C@H]3C[C@H]2c2ccccc2)cc1	-0.9
Cc1ccc(Cc2c(C3CCCCC3)nc3ccc(C)cn23)cc1	-0.7

5 entries from above, sorted by length of the SMILES, descending.
SMILES	phage Ecoli inh
Cc1ccc(S(=O)(=O)N2CC[C@H]3[C@@H](C2)C(=O)C[C@@H](c2ccccc2)N3S(=O)(=O)c2ccc(C)cc2)cc1	1.4
CC(=O)Nc1cc(-c2ccc(S(C)(=O)=O)cc2)cn2c(-c3ccc(F)c(Cl)c3)cnc12	-1.4
CCOc1ccccc1C(=O)N1CCC[C@@H]1C(=O)N1CCC[C@H]1C(=O)NCc1ccccc1	2.4
COc1ccc(C(C)C)cc1-c1ccc2nncn2c1	1.4
O=C1NC(=S)SC1=Cc1ccccc1C(=O)O	4.5

An excerpt of these results, as a markdown table.
| smiles | phage Ecoli inh |
| --- | --- |
| Cc1ccc(S(=O)(=O)N2CC[C@H]3[C@@H](C2)C(=O)C[C@@H](c2ccccc2)N3S(=O)(=O)c2ccc(C)cc2)cc1 | 1.4 |
| CCCCc1c(-c2ccccc2OC)ncn1Cc1ccccc1Cl | 1.6 |
| COC(=O)C1=CN(c2ccc(F)cc2)C(N)=C(C#N)C1c1ccc(-c2ccccc2)cc1 (stereo not drawn) | 2.6 |

(cont.)
SMILES	phage Ecoli inh
CN(C)CCNc1ncnc2c1ncn2[C@H]1CN(Cc2cccs2)C[C@@H](CO)O1	3.3
c1ccc(Cc2c(-c3ccco3)nc3c4ccccc4ccn23)cc1	-0.1
Cc1cc(Br)cn2c(Cc3ccccc3C(F)(F)F)c(-c3cccc(Br)c3)nc12	0.2
Cc1ccc(-c2csc(C(O)c3cccc(Cl)c3)n2)cc1C (stereo not drawn)	3.7
CCCNC(=O)C1(C)CCN(C(=O)c2cccc(OC(F)(F)F)c2)C1 (stereo not drawn)	4.5
CC1(Oc2cnc(Cl)c3ccccc23)CCN(Cc2ccc(OC(F)(F)F)cc2)C1 (stereo not drawn)	-0.9
C=C1CCCC2OC(CC3=CC4/C(C)=C/CC(C)CC(/C=C(\C)C(O)C5CC(O)C(O)C(CCC(O)/C=C/C(C)=C/CCC6=NCCC(C3)C64C)O5)OC(=O)CC3OC(C(O)C1)C(O)C3O)CC(O)C2O (stereo not drawn)	2.0
COc1ccc(CN2CCC2(C)C(=O)NCCNC(C)=O)c2ccccc12 (stereo not drawn)	3.4
O=C(c1ccc2c(c1)OCO2)N1CCC2(CC1)Oc1ccc(Cl)cc1C(=O)C21CC(c2ccc(Cl)cc2)=NO1 (stereo not drawn)	2.2
COC(=O)N1CCCCC1c1cc(C(=O)Nc2ccc3c(c2)OCO3)no1 (stereo not drawn)	3.8
OC(c1ccccc1)(c1nc(-c2ccc3c(c2)OCO3)cs1)C(F)(F)F (stereo not drawn)	4.7
OC(c1ccco1)c1nc(-c2cccs2)cs1 (stereo not drawn)	1.4
Cn1ccc2c(N(Cc3ccccc3)Cc3ccccc3)cc3c(c21)C1CCC3O1 (stereo not drawn)	-2.4
Clc1cc(Cl)cc(CN2CCN(c3ncc(Cc4ccccc4)cn3)CC2)c1	1.4
CC(C)C[C@H]1CN(CCCC[C@@H]2CNC(=O)C(=O)N2CCc2ccccc2)C(=O)C(=O)N1CCC1CCCCC1	-1.2
CC(C)(C)NC(=O)C(c1ccccc1)n1c(=O)c(-c2cc3ccccc3[nH]2)nc2ccccc21 (stereo not drawn)	2.6
CC1=C(C(=O)N(C(C)C)C(C)C)CC(CC(=O)NCCCN(C)C)C(=O)N1Cc1ccccc1 (stereo not drawn)	3.0
O=C(NCCc1ccccc1)c1cccc2c(-c3ccc(F)c(F)c3)coc12	-1.6
Cc1ccc(S(=O)(=O)N2CCC(=O)N([C@H](COCc3ccc(C(F)(F)F)cc3)C(C)C)CC2)cc1	1.9
CC(=O)N1CCC(C(=O)N2c3ccccc3N=C(c3ccc(C(F)(F)F)cc3)C2C(=O)NC(C)C)CC1 (stereo not drawn)	2.9
CCCNC(=O)C1(C)CCN(Cc2cc(C)n(C)n2)C1 (stereo not drawn)	2.5
CC[C@H]1O[C@H](C)CC2=C1C(=O)OC(C)(C)O2	1.2
COc1cccc(CNC(=O)[C@H]2CCCN2C(=O)[C@H]2CCCN2C(=O)OC(C)(C)C)c1	2.7
COC(=O)c1ccc2nc(-c3ccc(OC)c(OC)c3)c(Cc3ccc(OC)cc3C)n2c1	-1.9
COC(=O)[C@]12C[C@H](CC(=O)N3CCCC3)C(=O)N(Cc3ccc4c(c3)OCO4)C1=C[C@H](C(C)(C)C)O[C@@H]2C	1.2
CCOC(=O)C1(C)CCCN(C(=O)c2ccc(C)c(F)c2)C1 (stereo not drawn)	0.9
CC(C)(C)n1nc(C2CC2)c(Br)c1NC(=O)c1ccccc1F	3.7
Cc1noc(C)c1-c1ccc(C(=O)Nc2ccccc2)c2occc12	2.2
CC(=O)Nc1ccc(NC(=O)c2ccc(-c3ccnn3C)c3ccoc23)cc1	1.5
CCOC1=C2CN(S(=O)(=O)c3ccc(C)cc3)[C@@H](c3ccccc3)C[C@H]2[C@H]2C(=O)N(c3ccccc3)C(=O)[C@H]2C1	0.9
O=C(NCc1ccccc1Cl)[C@H]1CCCN1C(=O)[C@H]1CCCN1C(=O)c1ccccc1	1.8
CCCC(=O)N1CCCC1(C)C(=O)NCCc1ccccn1 (stereo not drawn)	1.6
O=C1NC[C@@H](CCCCN2C[C@H](Cc3ccc(O)cc3)N(Cc3ccccc3)C(=O)C2=O)N(CCc2ccc(O)cc2)C1=O	0.4
COCCNc1nc(NCCNC(C)=O)c2sc(-c3ccccc3)cc2n1	0.5
CCOC(=O)C1(C)CCN1C(=O)c1ccc2c(c1)CCO2 (stereo not drawn)	2.5
Cc1ccc(S(=O)(=O)N2CCC(=O)N([C@H](COCc3cccc(C)c3)C(C)C)CC2)cc1	1.8
O=C(Nc1cccc(C(=O)N2CCOCC2)c1)C1CCCCC1	1.9
C=CCNc1nc(-c2sc(NC(=O)C(C)(C)C)nc2C)c(-n2cc(-c3ccccc3)nn2)s1	0.4
COCCNc1nc(Nc2ccccc2Cl)c2sccc2n1	1.6
COc1ccc(C(C)(NC(C)=O)c2nc(-c3cccc(C(=O)O)c3)cs2)cc1 (stereo not drawn)	1.8

Gathered by group, the entries above with an NH in an aromatic ring
SMILES	phage Ecoli inh
Cc1cc(F)cc(-c2cc(C(=O)NCc3cccc(Cl)c3)[nH]n2)c1	2.3
CN(C)Cc1c(C(C)(C)O)[nH]c2ccccc12	2.9
CC(C)(C)NC(=O)C(c1ccccc1)n1c(=O)c(-c2cc3ccccc3[nH]2)nc2ccccc21 (stereo not drawn)	2.6

Continued.
SMILES	phage Ecoli inh
CCOC(=O)[C@]12CCC=C1N(Cc1ccco1)C(=O)[C@H](CC(=O)N1CCSCC1)C2	0.7
COC(=O)c1ccc(Cn2c(C)c(C(=O)NCc3cccc([N+](=O)[O-])c3)sc2=O)o1	4.4
N#Cc1ccc(NC(=S)N2CCC3CC2c2cc(-c4ccc5c(c4)OCO5)ccc23)cc1 (stereo not drawn)	1.0
COc1ccccc1-c1cnc(C(O)c2c(C)cc(C)cc2C)[nH]1 (stereo not drawn)	-0.6
CNc1cc(-c2ccc(O)cc2C)ncn1	-1.0
CC(=O)Nc1cccc(-c2ccnc3c2CC(C(=O)NCC2CCOCC2)O3)c1 (stereo not drawn)	0.8
CCCCN1C(=O)C(=O)NC[C@@H]1Cc1ccc(O)cc1	1.1
COc1ccc(-n2cnnc2SC(C)c2nc3sc(C)c(C)c3c(=O)[nH]2)cc1 (stereo not drawn)	1.6
COc1ccc(C2CC(c3cccc(OC)c3)=NN2c2ccc(S(N)(=O)=O)cc2)cc1 (stereo not drawn)	-0.1
CCOC(=O)[C@]12CCCC=C1N(Cc1cccc3ccccc13)C(=O)[C@H](CC(=O)N1CCCC1)C2	-0.9
Cc1nc2nc(C)c(C)nc2nc1C	2.1
COc1cc(/C=C/CNC[C@H]2O[C@@H](n3cnc4c(=O)[nH]c(N)nc43)[C@H](O)[C@@H]2O)ccc1O	-3.1
Cc1ccccc1-c1cnc(C(O)c2cc(Cl)cc(Cl)c2)[nH]1 (stereo not drawn)	5.5
CCCCNC(=O)C1(N2C(=O)c3ccccc3C2=O)CCCC1	3.4
c1ccc(-c2cc3nc(NCC4CC4)nc(NCC4CCCCC4)c3s2)cc1	2.8
CCCCC[C@@H](C)N1C[C@@H](COCc2ccccc2)Oc2cc(N3CC[C@H](N(C)C)C3)ccc2S1(=O)=O	5.9
CC(C)N1C(=O)c2ccccc2NC(=O)C1C(=O)NCc1ccccc1 (stereo not drawn)	3.7
CCC(c1nc2ccccc2[nH]1)n1c(=O)c(-c2ccccc2)nc2ccccc21 (stereo not drawn)	-0.1
CCc1c(C)nc(SCC(=O)N2CCc3ccccc32)[nH]c1=O	1.0
CC1(C(=O)NCCC#N)CCN1C(=O)C1(c2ccccc2)CC1 (stereo not drawn)	1.3
CC(=O)C1=C(C)N(Cc2ccc(Br)cc2)C(=S)NC1c1cccc(Br)c1 (stereo not drawn)	3.3
CCN1CCN(C(c2ccccc2)c2nnnn2C(C)(C)C)CC1 (stereo not drawn)	3.3
Cc1cc(C(=O)N2CCC2(C)C(=O)O)c(C)o1 (stereo not drawn)	1.2
COC(=O)C1=C(C)N(Cc2ccccc2C(F)(F)F)C(=NCc2ccc3c(c2)OCO3)NC1c1cccc(C(F)(F)F)c1 (stereo not drawn)	4.0
CC(C)(C)S(=O)N1C[C@@H]2CC(=O)C=C2[C@H]1CCO (stereo partly drawn)	2.5
CCc1nc2ccc(C(=O)N3CCN(S(=O)(=O)CC)CC3)cn2c1N(CC)CCN(C)C	0.6
Cc1cccc(C)c1-n1nnnc1C(CCc1ccccc1)N1CCN(C/C=C/c2ccccc2)CC1 (stereo not drawn)	1.2
CC1(C(=O)NS(=O)(=O)c2ccccc2Cl)CCN1C(=O)CC1CCCCC1 (stereo not drawn)	1.8
COc1ccccc1Cc1c(-c2ccc(OC)c(OC)c2)nc2cc(C)c(Br)c(C)n12	-8.6
CC(C)c1ccc(NC(=O)c2cc(-c3cc(F)ccc3OCC3CCCO3)n[nH]2)cc1 (stereo not drawn)	2.3
COCC(=O)N1CCN(C(=O)C(=O)c2cccc(C(F)(F)F)c2)CC1	-0.8
CC(C)Oc1ccc(F)cc1-c1cc(C(=O)NCc2ccc(C(F)(F)F)cc2)[nH]n1	3.4
CCOC(=O)[C@]12CCCC=C1N(Cc1ccc(Cl)cc1Cl)C(=O)[C@H](CC(=O)NCC1CCCCC1)C2	2.0
CCN(CC)C(=O)c1cccc(-c2csc(C(NC(C)=O)c3cccc(OC)c3)n2)c1 (stereo not drawn)	2.4
CC1(C(=O)Nc2ccc3[nH]ncc3c2)CCN1C(=O)C1(c2ccccc2)CC1 (stereo not drawn)	3.9
COc1ccc(NC(=O)C2(C)CCN2C(=O)c2ccccc2CCc2ccccc2)cc1OC (stereo not drawn)	3.2
Nc1ncnc2c1ncn2[C@@H]1O[C@H](C(=O)N2CCCN(Cc3ccccc3F)CC2)[C@@H](O)[C@H]1O	1.7
S=C(SSC(=S)N1CCOCC1)N1CCOCC1	1.6
COc1ccc(OC)c(CN2C(=O)CSCC2(C)C(=O)NC(C)C)c1 (stereo not drawn)	0.8
OCC[C@@H]1C[C@H](O)[C@@H](O)[C@]2(OCc3cc(Cl)ccc32)O1	2.3
Cc1ccc(S(=O)(=O)N2C[C@H]3[C@H]4C(=O)N(c5ccccc5)C(=O)[C@H]4CC(=O)[C@H]3[C@@H]2c2ccc(Cl)cc2)cc1	-1.3
CCc1nc2ccc(C(=O)Nc3ccc(Cl)c(Cl)c3)cn2c1N(C)Cc1ccc(OC)cc1	2.6
Nc1ncnc2c1ncn2[C@@H]1O[C@H](CNC(=O)[C@@H](N)Cc2ccc(C(=O)c3ccccc3)cc2)[C@@H](O)[C@H]1O	-1.8
CC(=O)c1ccc(-c2cccc3nccn23)cc1	-1.4
C=C1C(=O)[C@]23C[C@H]1CCC2[C@@]1(C)C(C[C@@H]3O)[C@](C)(C(=O)OC)CC[C@@H]1O (stereo partly drawn)	2.1

Screens from PubChem.

An excerpt (hit frequency here may not be typical).
